C2C12 statin: suppression of simvastatin myotoxicity. rescue of ATP level, % at 7.49 µM. 330,000 compounds, 0.78% hits. C2C12 myotubes + simvastatin, ATP luminescence, 48 h; scaled: DMSO 0, geranylgeraniol control 100;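 active = mean ATP rescue above about 67%, or every replicate alone reaching that limit, limit read from the data, passing the limit was not always enough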;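 note: myotubes were challenged with 10 µM simvastatin during compound exposure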
PAX8 inh HTS: lowers PAX8-driven luciferase in RMG-I cells. RMG-I TPO-luciferase reporter, SteadyGlo, 24 h. inhibition, % at 12.6 µM. 360,000 compounds, 1.2% hits;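 active = mean replicate inhibition at least 60% with every replicate also reaching 60%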;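 note: luciferase light reporting Pax8 driven TPO promoter activity; plate controls were median of neutral control wells for no effect and mitoxantrone controls for full effect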
ARNT TACC3 PPI: ARNT/TACC3 interaction disruption; Q9Y6A5; 390,000 compounds, 0.66% hits; AlphaScreen His-ARNT PAS-B/GST-TACC3 binding, luminescence; TACC3 fragment carries E629A point mutation; inhibition, % at 9.99 µM; AID 623870;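 active = mean inhibition of replicates at least 50% and at least half of replicates each reaching 50%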;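 note: 0% = complete ARNT plus TACC3 wells and 100% = ARNT alone without TACC3; many hits fall short of the cut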
Cneo AK release: causes C. neoformans cell lysis; lysis activity, % at 15 µM; adenylate kinase release luminescence, 4 h; normalised: neutral wells 0, clomiphene wells 100; AID 651654; 360,000 compounds, 0.2% hits;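 active = mean lysis activity across replicates of at least 80%, whatever share of replicates individually reach that level; inactive = mean lysis activity below 80%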
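Material – Cryptococcus neoformans yeast cells · Quantity – 5 × 10^6 yeast cells/mL · Buffer or medium – YPD medium · Compound – single dose · Timing – 4 h static compound exposure, 37 °C, read 1 h post-reagent · Signal – adenylate kinase release luminescence · Read-out basis – lysis from increased AK signal · Benchmarks – Clomiphene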
GSIS activator: primary screen for activators of insulin secretion dependent on glucose, INS-1E cells, GLuc reporter luminescence. INS-1E GLuc reporter insulin secretion, 2-3 h. activation, % at 16.6 µM. 370,000 compounds, 0.61% hits. AID 743287;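 active = lowest replicate activation of at least 40%, so every replicate reaches that level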;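 note: 0% = median of neutral control wells and 100% = median of IBMX positive control wells; some compounds called inactive have numbers as strong as hits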
PglD inh: blocks C. jejuni PglD acetyltransferase activity. purified PglD enzyme, DTNB colorimetric CoA detection. inhibition, % at 12.5 µM. 360,000 compounds, 0.098% hits; in the data active = inhibition above about 16%, passing the limit was not always enough; note: strong numbers were not always called active
LGR2 antag: blocks bursicon-induced cAMP signaling via Drosophila LGR2; HEK293 LGR2, CRE-luciferase, bursicon-stimulated, 4 h; AID 720647; 380,000 compounds, 0.35% hits; inhibition, % at 9.99 µM;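 active = drop in luminescence signal, shown as inhibition above about 50% in the replicate tests, limit read from the data, passing the limit was not always enough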;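 note: agonist challenge used bursicon conditioned medium at about half maximal strength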
PGC1a acetyl inh: PGC1a acetylation modulation, inhibitor mode; U2OS PGC1a acetylation, AlphaScreen anti-acetyl-lysine; with virally co-expressed GCN5 acetyltransferase; inhibition, % at 15.6 µM; 350,000 compounds, 0.17% hits; AID 651687;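 active = every replicate shows inhibition of at least 40%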;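 note: 0% = neutral control wells and 100% = positive control wells; some results beyond the cut were filed as inactive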
* marks the source's active call; other numbers are inactive results; nt = no result given.

SMILES	C2C12 statin	PAX8 inh HTS	ARNT TACC3 PPI	Cneo AK release	GSIS activator	PglD inh	LGR2 antag	PGC1a acetyl inh
C[C@H](CO)N1C[C@H](C)[C@H](CN(C)C(=O)Nc2ccc(C(F)(F)F)cc2)Oc2ccc(NC(=O)C3CC3)cc2CC1=O	18	11	-4	-3	-1	-4	-17	0
COc1ccc(CNC(=O)c2cccc(NC(=O)c3ccccc3)c2)cc1	nt	9	11	nt	-8	nt	11	nt
CCC(=O)N1[C@H](CNC(=O)COC)[C@H](c2ccc(-c3ccccc3)cc2)[C@@H]1CO	1	-15	-10	-8	-3	3	-4	-4
CC(C)Sc1nnc([C@@H]2CCCN2C(=O)OC(C)(C)C)o1	0	nt	-5	2	nt	-6	nt	-5
Cc1ccc(OCc2n[nH]c(=S)n2-c2ccc(Br)cc2)cc1	14	-16	-5	6	6	6	11	-10
CCOc1ccc(C(CCc2ccccc2)NC(=O)c2ccccc2OC)cc1OCC (stereo not drawn)	-4	nt	16	-2	-10	1	17	-11
Cc1cccc(C(=O)NNC(=O)C2CC2)c1	-2	-5	-4	-4	3	-3	17	nt
O=C(COC(=O)c1ccc(F)c(S(=O)(=O)N2CCOCC2)c1)NCc1ccc2c(c1)OCO2	2	0	-2	1	14	nt	-6	-1
O=C1CCc2cc(S(=O)(=O)NC(Cc3ccccc3)C(=O)NCCC3=CCCCC3)ccc2N1 (stereo not drawn)	3	13	-1	1	-23	-6	-20	-5
C[C@H]1CN([C@@H](C)CO)C(=O)c2cccc(NC(=O)c3nc4ccccc4s3)c2O[C@@H]1CN(C)Cc1ccc(C(=O)Nc2ccccc2N)cc1	-42	nt	24	10	9	3	-2	-9
CCn1c(CNC(=O)Cc2ccc(OC)cc2)nnc1SCC(=O)c1ccccc1	nt	17	-13	nt	-1	nt	-3	nt
CC(C)C(=O)Nc1ccc2c(c1)C(=O)N(C)[C@@H]1CC[C@@H](CC(=O)NCCc3ccccc3)O[C@@H]1CO2	11	5	3	-7	-1	-1	-2	-2
CC(=O)N1[C@@H]2CN(C(=O)c3ccccc3)c3ccccc3[C@@H]2[C@@H]1CO	7	-3	-4	-2	8	1	4	8
CN(C)C(=O)c1cc(C(=O)c2ccc(C(F)(F)F)cc2F)c[nH]1	8	-10	-10	nt	7	nt	29	13
C[C@@H]1CN([C@@H](C)CO)C(=O)c2cc(/C=C/c3ccccc3)cnc2O[C@@H]1CN(C)S(=O)(=O)c1ccccc1F	9	43	11	0	-12	8	6	1
O=C(C[C@@H]1C=C[C@@H](NC(=O)Nc2ccc3c(c2)OCO3)[C@@H](CO)O1)NCc1ccc(Cl)cc1	11	3	-2	9	19	-2	-6	nt
CCOC(=O)c1noc(C)c1C(=O)Nc1nccs1	-5	2	3	2	-11	-2	10	5
O=C(Nc1c2c(nc3ccccc13)CCCC2)c1ccccc1Br	nt	10	-7	0	12	nt	nt	-33
CC1Sc2ccc(C#N)cc2N(Cc2cccc(C(F)(F)F)c2)C1=O (stereo not drawn)	2	37	nt	0	-23	-3	15	-2
COc1ccc(OC)c(C2C3=C(COC3=O)Nc3cc4c(cc32)OCO4)c1 (stereo not drawn)	-40	nt	-5	-7	nt	2	nt	-46
CCOC(=O)c1nc2ccc(C)cc2c2c1C1CC(c3c(Cl)cccc31)N2C(=O)OCc1ccccc1 (stereo not drawn)	-3	4	nt	1	-9	5	-9	-13
CN1CCN(S(=O)(=O)c2ccc(NC(=S)NC(=O)C(C)(C)C)cc2)CC1	nt	11	-3	nt	7	nt	-28	-15
CCCNC(=O)N(C)C[C@H]1Oc2cc(-c3ccccc3)ccc2S(=O)(=O)N([C@H](C)CO)C[C@H]1C	-29	-2	-4	58	-15	-2	10	-6
O=C(O)C[C@H]1C[C@H]2c3cc(NC(=O)NC4CCCC4)ccc3O[C@H]2[C@H](CO)O1	2	-3	-5	-1	6	1	-9	-3
CN(C)Cc1ccccc1C1(O)c2ccccc2CSc2ccccc21 (stereo not drawn)	nt	nt	-5	nt	-25	nt	15	-23
C[C@H]1CN([C@@H](C)CO)C(=O)Cc2cc(NC(=O)Nc3ccc(F)cc3)ccc2O[C@@H]1CN(C)S(=O)(=O)c1cn(C)cn1	-22	7	nt	nt	6	nt	-29	4
O=C(COc1ccccc1Cl)Nc1ccccc1C(=O)Nc1cccc(C(=O)O)c1	-13	-13	-5	-6	8	-3	-2	-15
O=C(NCCNc1ccc([N+](=O)[O-])cc1)c1cccc(Br)c1	nt	38	-4	-1	nt	0	nt	-12
NS(=O)(=O)c1cccc(NC(=O)CN2CCN(S(=O)(=O)c3ccc4c(c3)OCCO4)CC2)c1	nt	nt	4	nt	1	nt	7	7
COc1ccc(S(=O)(=O)N(C)C[C@@H]2Oc3ncc(-c4ccncc4)cc3C(=O)N([C@H](C)CO)C[C@@H]2C)cc1	-4	nt	9	48	9	-39	14	-5
c1ccc(Cn2nnnc2C(c2ccccc2)N2CCN(c3nc4ccccc4s3)CC2)cc1 (stereo not drawn)	nt	nt	-2	-3	nt	-1	nt	3
COCCn1c(SCC(=O)N2CCC(C)CC2)nc2ccccc2c1=O	-1	nt	-7	-3	22	1	-22	6
Cc1ccc(S(=O)(=O)NCCC(=O)NCc2ccc(Cl)cc2)cc1C	2	7	1	1	-7	-82	3	-6
COc1ccc(NC(=O)N(C)C[C@H]2Oc3ncc(C#C[C@H](C)O)cc3C(=O)N([C@H](C)CO)C[C@H]2C)cc1	17	nt	-3	-8	9	0	7	2
C#CCN(CC=C)C(=O)c1ccc(OC2CCN(S(=O)(=O)N(C)C)CC2)cc1	7	-31	-5	-3	14	0	-60	nt
COc1cccc(NC(=O)N2C[C@@H](O)COC[C@H]3O[C@@H](CC(=O)NC4CCCC4)CC[C@@H]32)c1	6	3	9	-1	8	-4	-4	8
Cc1ccc(S(=O)(=O)Nc2ccc3c(c2)C(=O)N([C@@H](C)CO)C[C@H](C)[C@H](CN(C)C(=O)CCCN(C)C)OCCCC[C@@H](C)O3)cc1	nt	13	-11	6	15	3	15	3
COc1ccc(N2C(=O)C(Cl)=C(N3CCOCC3)C2=O)cc1	13	1	1	-4	10	3	5	-8
S=C(c1ccc2c(c1)OCO2)N1CCCCC1	0	nt	2	4	38	-3	0	-8
CCOC(=O)c1sc(C)c(C(N)=O)c1NC1=NCCCCC1	6	nt	-1	0	-3	3	-7	-4
CCc1cc2c(-n3nc(C)cc3C)ncnc2s1	-2	nt	9	-1	13	4	-16	6
O=C(Nc1ccc(F)cc1)Nc1cccnc1	7	-10	-9	-3	-15	nt	-6	nt
C[C@@H]1CN([C@H](C)CO)C(=O)Cc2cc(NS(=O)(=O)c3ccccc3)ccc2O[C@@H]1CN(C)Cc1ccc2c(c1)OCO2	43	-9	0	1	2	-1	-2	-10
C[C@@H]1CN([C@@H](C)CO)C(=O)c2cc(-c3ccc(F)cc3)cnc2O[C@@H]1CN(C)C(=O)Cc1ccccc1	5	nt	3	50	7	2	-6	12
COc1ccccc1NS(=O)(=O)c1ccc(C(N)=O)cc1	nt	-14	31	nt	-3	nt	-14	0
COc1ccc(/C=N/NC(=O)C(Cc2c[nH]c3ccccc23)NC(=O)OCC(C)C)cc1[N+](=O)[O-] (stereo not drawn)	-5	-4	1	4	nt	4	nt	-6
COc1ccc(CCNC(=O)CC2Oc3ccc(Cl)cc3NC2=O)cc1OC (stereo not drawn)	27	22	nt	0	26	3	-14	-11
CN(C)CCN1C(=O)C(=O)/C(=C(/O)c2ccc(S(=O)(=O)N3CCOCC3)cc2)C1c1ccccc1 (stereo not drawn)	-7	nt	17	2	25	-3	-17	6
COc1ccc(-n2c(Cc3ccccc3)nnc2SCC(=O)N2CCCc3ccccc32)cc1	5	38	9	-1	nt	1	nt	10
CCn1nc(C)c(/C=N/NC(=O)c2nc3nc(C)cc(C)n3n2)c1C	nt	20	nt	0	1	2	3	0
CCOc1ccc(NS(=O)(=O)c2ccc(NC(C)=O)c(OC)c2)cc1	0	-5	8	-2	12	3	8	nt
COc1ccc(OC)c(NC(=O)C(Sc2ccccc2)c2ccccc2)c1 (stereo not drawn)	nt	nt	19	nt	-19	nt	2	0
CNC[C@H]1OCCCC[C@@H](C)Oc2ccc(NS(=O)(=O)c3ccccc3)cc2C(=O)N([C@@H](C)CO)C[C@H]1C	15	-4	-10	0	3	-3	-13	-1
COc1cccc(NC(=O)N[C@H]2C=C[C@@H](CC(=O)NCc3ccccn3)O[C@@H]2CO)c1	2	-2	nt	6	-5	3	5	2
Cc1cccnc1NC(=O)Nc1ccccc1	4	-81	-1	-1	34	7	-2	24
Cc1nc([N+](=O)[O-])cn1CC(=O)Nc1ccc([N+](=O)[O-])cc1	14	11	1	-4	6	-5	7	-1
CN(C(=O)CCc1nc2ccccc2c(=O)[nH]1)C1CCS(=O)(=O)C1 (stereo not drawn)	2	-2	nt	-1	3	-4	8	10
CCOC(=O)c1cnn(-c2ncnc3c2cnn3C)c1N	21	-31	-8	-2	7	-2	-2	2
COc1cc(/C=C2\SC(=O)N(c3ccccc3Cl)C2=O)cc([N+](=O)[O-])c1O	14	-6	2	-3	-15	-5	10	3
Cc1cccc(S(=O)(=O)N2C[C@H]3[C@@H](c4ccccc42)[C@H](CO)N3CC2CCOCC2)c1	15	2	-2	6	-1	-1	2	-16

A different layout for three compounds above:
SMILES,C2C12 statin,PAX8 inh HTS,ARNT TACC3 PPI,Cneo AK release,GSIS activator,PglD inh,LGR2 antag,PGC1a acetyl inh
CC(=O)N1[C@@H]2CN(C(=O)c3ccccc3)c3ccccc3[C@@H]2[C@@H]1CO,7,-3,-4,-2,8,1,4,8
COc1cccc(NC(=O)N[C@H]2C=C[C@@H](CC(=O)NCc3ccccn3)O[C@@H]2CO)c1,2,-2,nt,6,-5,3,5,2
CC(C)C(=O)Nc1ccc2c(c1)C(=O)N(C)[C@@H]1CC[C@@H](CC(=O)NCCc3ccccc3)O[C@@H]1CO2,11,5,3,-7,-1,-1,-2,-2

The listing continues:
SMILES	C2C12 statin	PAX8 inh HTS	ARNT TACC3 PPI	Cneo AK release	GSIS activator	PglD inh	LGR2 antag	PGC1a acetyl inh
CCCNC(=O)C[C@@H]1CC[C@@H]2[C@H](COc3ccc(NC(=O)c4cccc(F)c4)cc3C(=O)N2C)O1	-2	0	-3	-2	1	-3	-12	8
Cc1cc(N2CCN(c3ccccc3)CC2)nc(-c2ccccc2O)n1	-3	19	-3	2	nt	5	nt	5
Cc1[nH]c2ccccc2c1C(=O)C(=O)N1CCOCC1	2	-26	-2	-1	-2	1	25	-1
Cc1ccc(C2=NN(S(C)(=O)=O)C(c3cccs3)C2)cc1 (stereo not drawn)	-3	nt	0	-2	nt	5	nt	-1
O=C(C[C@H]1C=C[C@H](NC(=O)C2CCOCC2)[C@H](CO)O1)NCC1CC1	2	-7	5	0	15	-4	-1	9
O=C(CNC(=O)C1CCCCC1)NNC(=O)c1ccccc1Br	-6	-7	-4	5	5	-3	7	3
COc1ccc(CN(C)C[C@@H]2OCCCC[C@H](C)Oc3ccc(NC(=O)Nc4ccc5c(c4)OCO5)cc3C(=O)N([C@@H](C)CO)C[C@@H]2C)cc1	nt	12	20	1	-45	-4	7	5
CCn1c(SC(C)C(=O)OC)nnc1-c1c[nH]c2ccccc12 (stereo not drawn)	2	4	-4	0	6	-1	3	8
O=C(O)CC1S/C(=N\N=C/c2ccccc2)N(c2ccc(O)cc2)C1=O (stereo not drawn)	20	nt	5	0	4	0	10	-22
C[C@H](CO)N1C[C@H](C)[C@H](CN(C)Cc2cccc3c2OCCCO3)OCc2ccccc2-c2ccccc2C1=O	1	-15	10	3	3	3	2	-13
